# Tb PGK inh: inhibitors of T. brucei phosphoglycerate kinase; P07378; PGK/GAPDH coupled, Kinase-Glo luminescence, 60 min; Potency, µM (doses to about 57.5 µM), for the others: at the top dose activity change, negative = inhibition, usual class: inhibitors; 380,000 tested, 0.043% active; note: % is set by controls: 0 for no effect and ±100 for the full control effect; nearly all actives have a fitted effect of over 60% in size
#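 Recombinant glycosomal PGK reaction used 1,3-bisphosphoglycerate generated in-well by GAPDH (100nM final) in 100mM TEA pH 7.6, 5mM MgCl2, 0.01% Tween-20. After 60 minutes at room temperature, ATP was read by Kinase-Glo Plus luminescence end-point.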
# G9a inh: inhibitors of human histone lysine methyltransferase G9a; 350,000 tested, 8.8% active; Potency, µM (top dose mostly 102 µM), inactives show top-dose activity, negative = inhibition, usual class: inhibitors; Q96KQ7; G9a H3K9 monomethylation, AlphaScreen, 2 h; note: % is set by controls: 0 for no effect and ±100 for the full control effect; nearly all actives have a fitted effect of over 75% in size
#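 AlphaScreen detection with an anti-monomethyl H3K9 antibody quantified product after a 2 h room-temperature reaction containing 500 nM biotinylated H3K9 peptide, 20 µM SAM and 20 nM enzyme, which had been preincubated 15 min with compound.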
# HP1b chromo inh: inhibitors of HP1-beta chromodomain binding to methylated histone tails. AlphaScreen HP1-beta / biotin-H3K9me3 peptide binding. Potency, µM (top dose mostly 114 µM), for the others: at the highest dose activity change, negative = inhibition, most hits filed as inhibitors. 390,000 tested, 0.56% active; note: nearly all actives have a fitted effect of over 70% in size; inactives centre near 23
#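 AlphaScreen: HP1-beta (50 nM) preformed 30 min with biotin-H3(1-18)K9me3 peptide (50 nM) in PBS pH 7.4, 0.01% Tween-20. Compound added for 30 min at RT, then streptavidin donor/nickel chelate acceptor beads (10 ug/mL) for 30 min.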
# BAZ2B block: inhibitors of human BAZ2B bromodomain; AlphaScreen BAZ2B-H3K14Ac peptide displacement; 360,000 tested, 4.4% active; Potency, µM (titrated, usually from 114 µM), for the others: at the top dose activity change, negative = inhibition, most hits filed as inhibitors; Q9UIF8; note: % is set by controls: 0 for no effect and ±100 for the full control effect; nearly all actives have a fitted effect of over 60% in size
#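 Complex of BAZ2B and biotin-H3K14Ac (50 nM apiece) forms over 30 min at RT, then faces library compounds up to 110 uM for another 30 min; AlphaScreen beads added, 20 min dark incubation, luminescence read.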
# BLM helicase inh: blocks DNA unwinding by human BLM helicase | AID 2528 | P54132 | recombinant BLM DNA unwinding, fluorescence dequenching | Potency, µM (doses to about 56.1 µM), for the others: top-dose activity change, negative = inhibition, usual class: inhibitors | 350,000 tested, 0.2% active;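 note: plate controls were vehicle for no effect and no enzyme for full effect; nearly all actives have a fitted effect of over 35% in size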
# Target sequence (P54132 whole entry, looked up): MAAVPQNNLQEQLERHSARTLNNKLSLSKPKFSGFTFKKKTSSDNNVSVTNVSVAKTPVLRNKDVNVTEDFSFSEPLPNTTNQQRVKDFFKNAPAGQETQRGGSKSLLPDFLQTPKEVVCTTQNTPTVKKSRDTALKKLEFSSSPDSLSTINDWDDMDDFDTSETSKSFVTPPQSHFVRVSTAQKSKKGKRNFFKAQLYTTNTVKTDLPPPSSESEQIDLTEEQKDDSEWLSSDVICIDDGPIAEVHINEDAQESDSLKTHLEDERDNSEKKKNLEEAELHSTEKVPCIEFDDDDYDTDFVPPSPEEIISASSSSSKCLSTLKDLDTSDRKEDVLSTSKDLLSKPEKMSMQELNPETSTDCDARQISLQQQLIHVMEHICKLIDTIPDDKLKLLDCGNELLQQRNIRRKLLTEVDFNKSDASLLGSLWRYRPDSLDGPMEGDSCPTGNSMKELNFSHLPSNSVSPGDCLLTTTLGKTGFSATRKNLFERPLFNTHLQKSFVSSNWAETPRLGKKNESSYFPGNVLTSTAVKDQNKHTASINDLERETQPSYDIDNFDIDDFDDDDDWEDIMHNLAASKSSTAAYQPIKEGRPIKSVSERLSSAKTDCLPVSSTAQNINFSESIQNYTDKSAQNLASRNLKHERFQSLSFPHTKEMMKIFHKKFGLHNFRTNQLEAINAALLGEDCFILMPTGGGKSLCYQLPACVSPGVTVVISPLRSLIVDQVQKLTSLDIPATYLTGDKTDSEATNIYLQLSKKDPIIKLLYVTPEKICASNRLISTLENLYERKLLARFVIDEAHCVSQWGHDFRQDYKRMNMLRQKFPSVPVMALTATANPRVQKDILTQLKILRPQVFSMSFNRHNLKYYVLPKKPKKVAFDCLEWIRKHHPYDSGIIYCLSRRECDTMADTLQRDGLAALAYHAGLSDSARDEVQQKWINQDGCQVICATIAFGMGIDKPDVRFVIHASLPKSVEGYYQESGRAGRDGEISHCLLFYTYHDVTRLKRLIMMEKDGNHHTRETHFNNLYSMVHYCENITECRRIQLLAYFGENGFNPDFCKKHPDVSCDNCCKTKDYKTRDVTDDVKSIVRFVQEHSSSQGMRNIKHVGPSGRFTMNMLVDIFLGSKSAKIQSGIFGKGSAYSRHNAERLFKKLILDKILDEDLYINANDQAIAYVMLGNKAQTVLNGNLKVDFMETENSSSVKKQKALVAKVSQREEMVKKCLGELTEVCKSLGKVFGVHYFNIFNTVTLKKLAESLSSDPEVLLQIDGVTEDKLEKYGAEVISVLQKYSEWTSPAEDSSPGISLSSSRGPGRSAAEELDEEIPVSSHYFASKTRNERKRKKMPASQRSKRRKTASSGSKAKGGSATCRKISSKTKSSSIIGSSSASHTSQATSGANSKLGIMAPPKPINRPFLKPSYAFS
# Pol iota inh: inhibitors of human DNA polymerase iota. Q9UNA4. Pol iota fluorescent replication assay, 10 min. Potency, µM (top dose mostly 115 µM), for the others: at the top dose activity, negative = inhibition, most hits filed as inhibitors. 390,000 tested, 1% active
#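 Fluorescent replication assay read twice, at 0 min and 10 min after adding 50 nM (final) substrate. Enzyme (10 nM) and compounds were first incubated 15 min at room temperature; enzyme-free buffer wells were negative controls.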
# Pin1 inh: inhibitors of human Pin1 | Q13526 | Pin1 FP peptide displacement, HiFluor488, 10 min | Potency, µM (highest dose often 115 µM), for inactives: top-dose activity, negative = inhibition, usual class: inhibitors | 390,000 tested, 0.009% active | AID 504891; active = well fitted inhibition curve with a large enough effect in the polarisation, with a control signal flat, not every such curve was filed as active; inconclusive = small, poorly fitted or top-dose-only effect, or effect the other way, or a change in a side signal; inactive = no such curve, though single readings can be large or run the other way; the % refers to the polarisation; note: % is set by controls: 0 for no effect and ±100 for the full control effect
# JMJD2A Tudor inh: inhibitors of human JMJD2A Tudor domain | 390,000 tested, 4.4% active | Potency, µM (series often up to 114 µM), without a hit: at the highest dose activity change, negative = inhibition, usual class: inhibitors | AlphaScreen JMJD2A-Tudor / H3K4me3 peptide binding | O75164; note: % is set by controls: 0 for no effect and ±100 for the full control effect; nearly all actives have a fitted effect of over 50% in size
# GLS inh: glutaminase GLS (human) inhibition. Potency, µM (doses to about 45.5 µM), without a hit: top-dose activity change, negative = inhibition, hits mostly inhibitors. 410,000 tested, 0.21% active. GLS enzymatic activity, qHTS titration. O94925. AID 624170; note: % is set by controls: 0 for no effect and ±100 for the full control effect
#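 Assay buffer: 45 mM KH2PO4 pH 8.2, 0.02% Tween-20. hKGA acts on L-glutamine (1 mM solution added); product glutamate is reported by an oxidase/peroxidase Amplex Red coupling, with fluorescence taken at baseline and 30 min.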
# Numbers without * were called inactive; i = inactive; ? = inconclusive; nt = no result given; [ ] = another dose, or the depositor's remark. Unless noted, calls come from the whole dose curve; as a rule, active = well fitted curve in the direction sought with a large enough effect; inconclusive = small, poorly fitted or top-dose-only effect, or another doubt; inactive = no such curve, though single readings can be large; an effect the other way counts as inactive or inconclusive. Potency is the fitted concentration of half-maximal effect.
Tb PGK inh,G9a inh,HP1b chromo inh,BAZ2B block,BLM helicase inh,Pol iota inh,Pin1 inh,JMJD2A Tudor inh,GLS inh,smiles
i,2%[12.7 µM],7%,?,-6%,-5%,-6%,?,1%,CCc1nc(OCCN(CC)CC)c2oc3ccccc3c2n1
3%,-4%,33%,8%,-9%,9%,-10%,1%,4%,CC(C)NC(=O)/C=C/C(=O)O
i,-17%,25%,?,-12%,-26%,?,-22%,9%,O=C(NCc1ccc2c(c1)OCO2)C1CC(c2ccccc2O)=NO1 (stereo not given)
-8%,2%,22%,-10%,-1%,18%,-3%,-18%,5%,CCn1c(=O)c(C(=O)NNC(=O)Cc2ccccc2)c(O)c2ccccc21
i,?,-3%,-9%,-1%,?,2%,-14%,-9%,O=C(CC1Oc2ccc(Cl)cc2NC1=O)NCc1ccccc1 (stereo not given)
i,?,9%,-39%,-3%,-16%,0%,-28%,49%[activator],CCN(CC)c1ccc(/C=N/NC(=O)OC)c(O)c1
-10%,17%,26%,-9%,0%,9%,0%,-18%,-3%,COc1ccc(CC(=O)Oc2ccccc2[N+](=O)[O-])cc1
-3%,33%[59 µM],43%[activator],-6%,-1%,-11%,-10%,16%,-5%,O=C(NCC(=O)N(c1cccnc1)C(C(=O)NC1CCCCC1)c1cccnc1)c1ccco1 (stereo not given)
-4%,?,27%,-14%,15%,27%,0%,-17%,1%,Cc1cc2c([nH]c3ccccc32)c(C)n1
-12%,?,-15%,-13%,-13%,?,?,?,0%,S=c1[nH]nc(-c2ccccc2)n1/N=C/c1ccc(-c2ccccc2Cl)o1
-3%,?,9%,-26%,-2%,14%,-8%,-8%,6%,Cc1ccc(C(=O)COC(=O)c2c(C)cc(=O)oc2C)cc1[N+](=O)[O-]
-8%,24%,35%,-6%,0%,-12%,-6%,-7%,9%,CC1CCN(C(=O)c2ccccc2NS(=O)(=O)c2ccccc2)CC1
-3%,nt,?,?,-7%,-15%,?,?,-14%,Cc1c(CCC(=O)NCCCn2ccnc2)c(=O)oc2c(C)c3oc4c(c3cc12)CCCC4
i,16%[59 µM],33%,-3%,-2%,36%[activator],2%,-1%,15%,Cc1nn(C)c(Oc2ccccc2)c1CCNC(=O)CC(C)C
-10%,-6%,29%,-33%,-2%,-16%,0%,-9%,51%[activator],CC1(C)SC(=S)N(/N=C/c2cccnc2)C1N(O)C(=O)Nc1ccccc1 (stereo not given)
i,2%[12.7 µM],12%,-5%,-5%,5%,-3%,-12%,-2%,Cc1onc(NC(=O)NC(=O)c2c(Cl)cccc2Cl)c1Br
-9%,?,62%[activator],-10%,2%,3%,6%,-5%,0%,CCN1CCN(CCC(=O)Nc2ccc(Br)c(C)c2)CC1
-7%,20%[59 µM],33%[activator],3%,-2%,?,-7%,-7%,1%,Cc1ccc(S(=O)(=O)Oc2ccc(C3C4=C(CCCC4=O)N(CCC(=O)O)C4=C3C(=O)CCC4)cc2Cl)cc1
-2%,-5%,16%,?,-2%,?,-4%,-24%,-13%,Cn1c(=O)c2cc(S(=O)(=O)NC(C(=O)NCc3cccnc3)c3ccccc3)ccc2n(C)c1=O (stereo not given)
-2%,15%[59 µM],27%,6%,6%,4%,0%,-13%,3%,CCC(=O)N1CCc2cc(S(=O)(=O)CCC(=O)Nc3nc(C)cs3)ccc21
-9%,?,19%,-27%,-2%,0%,3%,-17%,-16%,Cc1ccc(-c2nc(CS(=O)CC(=O)NCCCc3ccccc3)c(C)o2)cc1 (stereo not given)
i,?,59%[activator],10%,-3%,?,-4%,-6%[11.4 µM],-17%,O=C(c1cccc2cccc(O)c12)N1CCCCC1
-22%,6%[12.7 µM],6%,-6%,-1%,-16%[58.9 µM],3%,-13%,1%,Cc1cc(-c2cccc([N+](=O)[O-])c2)nc2ccc3ccccc3c12
-1%,-16%[59 µM],2%[57 µM],-9%,-5%,?,-2%,-12%,-4%,Cc1cccc(-c2noc(CSc3nc(-c4ccc(F)cc4)cc(=O)[nH]3)n2)c1
-1%,nt,34%,nt,nt,32%[activator],0%,-4%,-4%,CC(C)(C)OC(=O)N[C@@H](Cc1ccccc1)C(=O)N[C@@H](CO)[C@H](O)[C@@H]1C[C@@H]1C(=O)NC1CCCCC1
-6%,11%,3%,-1%,0%,8%,-8%,-8%,-7%,Cc1cc(C(F)(F)F)cc(NNC(=O)NC(=O)c2ccc(Cl)cc2)n1
-6%,9%[59 µM],8%,0%,2%,17%,-11%,-9%,-1%,Cc1cnc2c(c1SCC(=O)NCc1ccc(F)cc1)c(=O)n(C)c(=O)n2C
-6%,47%[12.7 µM],50%,10%,-8%,19%,2%,11%,-2%,CCCCCCCCSc1nnc(CSc2nc3nc(C)cc(C)n3n2)o1
-4%,0%[59 µM],?,8%,-10%,19%,0%,-35%,24%,CC/C(=C\C(=O)c1ccncc1)Nc1ccc(O)cc1
nt,7%[59 µM],10%,13%,-2%,?,0%,-4%,-10%,COc1ccc(NC(=O)C2CCN(S(C)(=O)=O)CC2)cc1Cl
-2%,37%,39%,-23%,-1%,-20%,4%,-17%,25%,O=c1oc2ccccc2c(NC2CCCCC2)c1NS(=O)(=O)c1ccc(Br)cc1
2%,-3%,19%,-8%,-8%,37%[activator],24%,-14%,3%,Cn1cc([C@@H]2C[C@H]3CN(Cc4cccc(Cl)c4)C(=O)[C@]34CCCN24)c(-c2ccccc2)n1
-8%,-6%[59 µM],42%[activator],-2%,-7%,6%,1%,-16%[57.1 µM],-1%,O=[n+]1c2c(n([O-])c3ccccc31)CCC2
3%,-5%,-10%,-13%,-9%,26%,4%,-28%,14%,C=CCn1c(C)cc(C2=NNC(=Nc3ccc(C)cc3)SC2)c1C
-6%,-2%[59 µM],42%[activator],6%,-2%,6%,17%,-9%,19%,O=C(N=C1SCC(=O)N1c1ccccc1)c1ccco1
-1%,?,8%,31%[activator],1%,?,-1%,-13%,12%,COCCNC(=S)Nc1ccc(S(=O)(=O)Nc2ncccn2)cc1
i,0%[12.7 µM],33%,-3%,0%,4%,-7%,-9%,0%,CN1C(=O)CC(N2CCC(C(N)=O)(N3CCCCC3)CC2)C1=O (stereo not given)
-3%,9%,32%,3%,-4%,26%,-1%,-17%,0%,CCN(CC)C(=O)C1CCCN(Cc2nc(-c3cccs3)no2)C1 (stereo not given)
-7%,-10%,27%,-5%,nt,51%[activator],-5%,-14%,2%,CCCCN(C(=O)c1ccco1)C1CCS(=O)(=O)C1 (stereo not given)
-3%,-12%[59 µM],19%,5%,nt,?,2%,-12%,8%,COc1cccc(C(=O)OCC(=O)c2c[nH]c3ccccc23)c1OC
-4%,-1%[59 µM],3%,2%,-7%,?,39%[activator],45µM*,36%[activator],CCOC(=O)C1=C(C)N=c2s/c(=C\c3ccc(OC(C)=O)c(OCC)c3)c(=O)n2C1/C=C/c1ccccc1 (stereo not given)
-9%,35µM*,-11%,?,-4%,?,?,-21%,33%[activator],Cc1[nH]c2ccccc2c1N=Nc1cc(C(=O)O)cc(C(=O)O)c1
-6%,19%,-8%,4%,0%,-15%,1%,-8%,-1%,Cc1noc(C)c1S(=O)(=O)N1CCC(C(=O)NCCc2ccc(S(N)(=O)=O)cc2)CC1
-1%,4%[59 µM],25%,-1%,-5%,49%[activator],1%,4%,0%,O=C(CSc1nccc(=O)[nH]1)NC1CCCc2ccccc21 (stereo not given)
-7%,-48%[59 µM],13%,3%,-2%,14%,4%,-12%,0%,COc1ccccc1NC(=O)CCN1CCCCC1
i,?,31%,-2%,-1%,5%,-1%,9%,-5%,Nc1nnc(SCCN2C(=O)c3ccccc3S2(=O)=O)s1
-9%,nt,17%,-1%,-1%,23%,-6%,-12%,7%,CCc1c(O)nc(SCC(=O)Nc2cc(C)on2)n(-c2ccccc2)c1=O
-6%,?,-27%,?,-1%,6%,-10%,8.9µM*,22%,Cc1cc(=O)n2[nH]c(C(=O)O)nc2n1
-1%,40µM*,?,22µM*,-10%,45%[activator],-3%,2.8µM*,2%,COc1ccc(CNC(=O)CN(C)Cc2ccc(C(C)(C)C)cc2)cc1
-7%,nt,56%[activator],-1%,7%,-8%,-14%,-10%,9%,COc1ccc(C2CC(=O)C3=C(C2)Nc2ccccc2N(C(=O)CCC(=O)O)C3c2ccc(F)cc2)cc1 (stereo not given)

# The last three entries of the section before are carried over, then new ones follow.
Tb PGK inh,G9a inh,HP1b chromo inh,BAZ2B block,BLM helicase inh,Pol iota inh,Pin1 inh,JMJD2A Tudor inh,GLS inh,smiles
-6%,?,-27%,?,-1%,6%,-10%,8.9µM*,22%,Cc1cc(=O)n2[nH]c(C(=O)O)nc2n1
-1%,40µM*,?,22µM*,-10%,45%[activator],-3%,2.8µM*,2%,COc1ccc(CNC(=O)CN(C)Cc2ccc(C(C)(C)C)cc2)cc1
-7%,nt,56%[activator],-1%,7%,-8%,-14%,-10%,9%,COc1ccc(C2CC(=O)C3=C(C2)Nc2ccccc2N(C(=O)CCC(=O)O)C3c2ccc(F)cc2)cc1 (stereo not given)
i,-42%,24%,-14%,1%,7%,2%,-7%,1%,Cc1cccc(OCc2nc3ccccc3n2C)c1
-3%,56µM*,33%,?,-1%,-12%,3%,-1%,-31%,CC1=NOC(=O)/C1=C/c1ccc2c(c1)OCO2
1%,45µM*,29%,-21%,-3%,45%[activator],15%,1%,2%,Cc1ccccc1-n1c(O)cc(=O)[nH]c1=S
-1%,?,26%,-5%,-3%,-12%,-2%,-12%,-4%,Cn1nccc1C(=O)Nc1ccccc1C(=O)O
6%,21%[59 µM],23%,0%,-8%,0%,6%,-1%,14%,COCCNC(=O)CSC1=N/C(=C/c2ccc(Cl)c(Cl)c2)C(=O)N1c1ccccc1F
-5%,nt,20%,nt,nt,5%,-1%,-3%,20%,N#Cc1ccc(NC2c3ccccc3CC2O)cc1 (stereo not given)

# Only part of the results is shown; the hit share may differ from the screen's.
